Screening data: PubChem BioAssay, several laboratories
CAL PDZ FP – inhibitors of human CAL PDZ peptide binding; purified CAL PDZ, TMR-peptide fluorescence polarization, 1 h; inhibition, % at 24.9 µM; hit rate 0.92% among 300,000;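 active means mean inhibition of at least 30% with at least half of replicates also reaching 30%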;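 further: 0% = DMSO neutral control and 100% = excess unlabeled competitor peptide PRC23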
HTR5A inv ctr – counter-screen for OPRM1-OPRD1 inverse agonists: human HTR5A inverse agonism | inhibition, % at 9.3 µM | P47898 | hit rate 0.083% among 340,000 | HTR5A cell line, luminescence | AID 504634; in the data active means inhibition mostly above about 23%, no sharp cut-off; inactive means mostly below about 18%;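 further: 0% = cells with DMSO and 100% = no-cell wells with DMSO; some compounds called inactive have numbers as strong as hits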
Target sequence (P47898 whole entry, looked up): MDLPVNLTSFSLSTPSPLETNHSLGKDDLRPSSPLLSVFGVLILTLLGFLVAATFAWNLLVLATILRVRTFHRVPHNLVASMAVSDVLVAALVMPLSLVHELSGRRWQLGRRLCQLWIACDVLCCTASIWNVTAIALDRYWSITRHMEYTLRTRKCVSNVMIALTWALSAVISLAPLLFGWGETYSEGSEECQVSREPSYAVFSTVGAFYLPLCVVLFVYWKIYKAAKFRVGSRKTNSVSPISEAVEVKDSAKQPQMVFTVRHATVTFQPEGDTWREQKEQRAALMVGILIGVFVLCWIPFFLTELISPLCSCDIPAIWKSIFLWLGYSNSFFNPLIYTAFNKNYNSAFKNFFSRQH
RTF Ca sens act – cardiac RTF calcium sensitization. P19429+P45379. activation, % at 7.2 µM. hit rate 0.24% among 340,000. IANBD-labeled TnC RTF fluorescence at EC20 calcium; 0% EC20 calcium, 100% full calcium;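 active means activation above the mean over all tested compounds plus 3 SD, cut at about 30% in these data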;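 further: rise in fluorescence read as greater calcium sensitivity of cardiac thin filaments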
OPRM1-OPRD1 ag – OPRM1-OPRD1 heterodimerization agonism; cells, luminescence; activation, % at 9.3 µM; hit rate 0.3% among 340,000; P35372+P41143; in the data active means activation above about 18%;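 further: 0% = vehicle-treated cells and 100% = reference agonist; values of inactives mirror those of a sister screen read the other way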
Keap1 Nrf2 FP – disrupts human Keap1 binding to Nrf2 peptide; Q14145; Keap1 Kelch-Nrf2 peptide fluorescence polarization, 1536-well; inhibition, % at 9.4 µM; hit rate 0.15% among 340,000; AID 504523; in the data active means inhibition above about 12%;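 further: human Keap1 Kelch domain with fluorescein labeled Nrf2 9mer peptide probe; 0% = neutral control wells and 100% = peptide positive control; higher means more block of Keap1 binding to Nrf2 peptide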
Target sequence (Q14145 whole entry, looked up, the tested form may be a part): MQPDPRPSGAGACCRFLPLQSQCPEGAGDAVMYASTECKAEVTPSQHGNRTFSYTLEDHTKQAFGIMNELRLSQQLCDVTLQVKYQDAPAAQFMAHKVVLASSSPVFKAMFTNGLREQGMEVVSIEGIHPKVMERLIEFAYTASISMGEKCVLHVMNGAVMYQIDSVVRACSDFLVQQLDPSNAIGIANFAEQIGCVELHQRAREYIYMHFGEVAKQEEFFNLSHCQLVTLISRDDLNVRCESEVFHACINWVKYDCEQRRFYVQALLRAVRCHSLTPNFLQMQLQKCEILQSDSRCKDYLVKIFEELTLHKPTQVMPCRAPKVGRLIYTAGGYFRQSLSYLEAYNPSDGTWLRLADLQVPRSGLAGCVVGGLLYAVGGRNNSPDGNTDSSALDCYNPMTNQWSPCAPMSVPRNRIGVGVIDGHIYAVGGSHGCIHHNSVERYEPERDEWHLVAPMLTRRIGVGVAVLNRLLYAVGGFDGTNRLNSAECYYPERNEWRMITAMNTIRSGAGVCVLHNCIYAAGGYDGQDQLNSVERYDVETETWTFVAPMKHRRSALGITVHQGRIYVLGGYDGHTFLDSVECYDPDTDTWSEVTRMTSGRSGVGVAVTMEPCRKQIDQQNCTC
HTR5A ag ctr – activates human HTR5A in OPRM1-OPRD1 agonist counter-screen | HTR5A agonist assay, luminescence, cell-based | hit rate 0.61% among 340,000 | P47898 | activation, % at 9.3 µM; in the data active means activation mostly above about 9.5%, no sharp cut-off; inactive means mostly below about 7.6%;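 further: 0% = cells with vehicle only and 100% = reference agonist; strong numbers were not always called active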
V-ATPase pHluor – alters yeast V-ATPase proton transport. hit rate 0.37% among 350,000. AID 504577. S. cerevisiae, pHLuorin cytosolic pH fluorescence. response, % at 10 µM; in the data active means response mostly above about 7.3%, no sharp cut-off; inactive means mostly below about 5.4%; further: actives read high; inactives centre near 0; some compounds called inactive have numbers as strong as hits; reference of the scale not given here
MOR-DOR inv ag – inverse agonists of human mu-delta opioid receptor heterodimerization; P35372+P41143; cell-based MOR-DOR heterodimer luminescence, inverse agonism; inhibition, % at 9.3 µM; hit rate 0.21% among 340,000; AID 504357; in the data active means inhibition above about 22%, passing the limit was not always enough;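 further: 0% = cells with DMSO and 100% = wells without cells with DMSO; values of inactives mirror those of a sister screen read the other way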
C-LANA FP – KSHV C-LANA DNA binding inhibition | MBP-C-LANA/FAM-LBS DNA binding, fluorescence polarization | inhibition, % at 9 µM | hit rate 0.078% among 340,000 | AID 504423;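 active means highest replicate inhibition at or above 60% at 9 µM, even if other replicates fall short; inactive means all replicates below 60% inhibition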;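 further: 0% = neutral control wells and 100% = 4 µM acridine orange control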
Cardiac RTF inh – cardiac RTF calcium desensitization | P19429+P45379 | IANBD-labeled cardiac RTF, Ca2+ fluorescence | inhibition, % at 7.15 µM | hit rate 0.12% among 340,000 | AID 493244;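 active means inhibition above the mean inhibition of all tested compounds plus 3 SD, cut at about 17% in these data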;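 further: assay run at fixed EC70 calcium of 1.6 mM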
An asterisk follows results filed as active; x = no result given; & = joins results of further samples; ! = not active in a repeat.

SMILES	CAL PDZ FP	HTR5A inv ctr	RTF Ca sens act	OPRM1-OPRD1 ag	Keap1 Nrf2 FP	HTR5A ag ctr	V-ATPase pHluor	MOR-DOR inv ag	C-LANA FP	Cardiac RTF inh
COC(=O)c1c(-c2c(Cl)cccc2Cl)noc1NC(=O)NN1CCOCC1	5	-46	-4	-2.1	-2	-2	-2	10	0.7	0
CN(C)Cc1ccc(CNC(=O)c2ccc(Cl)c(S(=O)(=O)NC3CC3)c2)cc1	-4	14	-5	-1.9	2	-5	0	8	0.5	-8
CC(=O)c1cccc(NC(=O)Cn2cnc(S(=O)(=O)N3CCOCC3)c2)c1	0	-15	0	-3.4	4	0	-2	18	1.0	-3
O=C(NCCS(=O)(=O)N1CCN(c2ccccc2)CC1)c1ccc2c(c1)OCO2	-2	-7	-3	-2.9	-1	3	-3	18	-0.5	-18
S=C(Nc1ccc(Cl)cc1)Nc1ccc2cn[nH]c2c1	x	5	2	3.3	-4	1	-2	-16	0.0	-6
Cc1ccc(OCC(=O)N/N=C\c2ccc(O)cc2)c([N+](=O)[O-])c1	0	-9	-1	-1.7	5	3	1	10	0.4	-4
CSCC(=O)N1CCC(CCC(=O)NC2CC2)CC1	-2	-11	1	-1.4	-5	2	-7	7	0.7	1
O=C(Nc1ccccc1F)C1CCN(C(=O)Cc2ccccc2)CC1	0	10	-1	0.5	-6	-2	1	-3	1.0	2
CN(c1ccccc1)S(=O)(=O)c1nnc(NC(=O)COc2ccccc2)s1	-4	1	-2	-0.6	-3	-1	-1	3	-0.5	-5
CCCC(=O)NC(c1ccccc1)c1c(O)ccc2ccccc12 (configuration not stated)	0	-2	1	-4.0	-3	1	2	20	0.3	8
COc1ccc(-c2nc(CN3CCN(c4cc(C)nc(C)c4)CC3)c(C)o2)c2ccccc12	-9	0	4	0.1	1	0	2	0	8.3	0
CCOc1ccc(CNc2ccc(CNc3ncn[nH]3)cc2)cc1	-1	1	-1	-1.4	-8	0	-2	7	-0.8	1
CCN(CC)S(=O)(=O)c1cccc(C(=O)Nc2ccccc2C(=O)N2CCOCC2)c1	-5	-5	-4	-0.6	2	-1	-4	3	2.4	-6
COc1ccc(CC(=O)Nc2ccccc2C(C)=O)cc1S(=O)(=O)N1CCOCC1	-3	-15	8	1.0	4	5	-1	-6	-1.1	-11
CCc1cccc(-n2c(SCC(=O)c3c(N)n(C4CC4)c(=O)[nH]c3=O)nnc2N2CCOCC2)c1	-5	-4	6	-0.7	-4	1	1	3	-0.5	-5
O=C(Cc1ccc(Cl)cc1)N1CCOCC1	x	6	0	-0.8	-3	1	0	4	-1.0	0
Cc1cc(Oc2ccc3ccccc3c2)nc(SCC(=O)c2ccccc2)n1	-4	9	5	2.2	-4	-3	0	-12	-0.5	-5
O=C(c1ccccc1)N1N=C(c2ccccc2O)CC1c1ccccc1 (configuration not stated)	-5	11	-1	-2.6	1	-3	3	12	-0.8	-5
O=c1cc(N2CCCC2)[nH]c(=O)n1-c1ccc(Cl)cc1	-1	7	2	-2.8	-5	-1	2	16	0.2	0
COc1ccc(C2=CCCCCC2)c(OC)c1OC	0	-8	-6	6.3	-2	2	-2	-31	-3.3	-14
CCOc1ccc2oc(C(=O)NCc3nc4ccccc4[nH]3)c(C)c2c1	-2	4	-5	-2.6	-3	-1	1	13	0.9	3
COC(=O)c1cccc(S(=O)(=O)N(Cc2ccco2)Cc2cc3cc(OC)c(OC)cc3[nH]c2=O)c1	-5	-19	1	0.7	-6	-2	-4	-4	-3.1	-8
COc1ccc(-n2nc3c(c2NC(=O)C2CC2)CS(=O)C3)cc1 (configuration not stated)	0	-6	-5	-1.2	2	-3	-6	7	1.3	1
O=C(Nc1ccccc1-c1ccccc1NC(=O)c1ccco1)c1ccco1	-2	-34	7	-1.1	-1	12	4	6	-0.6	-8
COc1cc(C(=C(CC(=O)O)C(=O)O)c2ccc3c(c2)OCO3)cc(OC)c1OC	10	-7	-5	-3.8	0	2	-2	17	9.3	-1

Other records follow.
SMILES	CAL PDZ FP	HTR5A inv ctr	RTF Ca sens act	OPRM1-OPRD1 ag	Keap1 Nrf2 FP	HTR5A ag ctr	V-ATPase pHluor	MOR-DOR inv ag	C-LANA FP	Cardiac RTF inh
Cc1c(CCOC(=O)C2C3CC4CC(C3)CC2C4)sc[n+]1CC(=O)c1ccc(Br)cc1 (configuration not stated)	-7&0	-42&-34	-3&1	2.5&1.6	-4&3	18*!	-1&-4	-10&-7	1.4&4.0	-1&-3
Cc1cccc(C(=O)OC(C)CN2CCCC2)c1 (configuration not stated)	2	-16	14	-1.9	-2	4	5	9	-1.1	-7
Cc1cc(C(=O)NCC(=O)OCC(=O)Nc2ccc(OC(F)F)cc2)ccc1[N+](=O)[O-]	-2	-6	8	0.8	-1	2	-1	-5	-1.1	-5
CCc1ccc(N2C(=O)CC(N(CC3CCCO3)C(=O)/C=C/C(=O)O)C2=O)cc1 (configuration not stated)	-1	-5	2	-1.6	-2	3	-1	8	1.9	9
Cc1nn(C(C)c2n[nH]c(=S)n2-c2cccc(Cl)c2)c(C)c1[N+](=O)[O-] (configuration not stated)	x	10	2	-1.8	-4	-4	-1	8	-0.1	-1
COc1ccc(CCN(Cc2ccc(C(C)C)cc2)S(=O)(=O)c2ccc(S(=O)(=O)N(C)C)cc2)cc1OC	-1	-7	2	-1.7	2	-5	4	9	-1.0	7
CC1(C(=O)NC2CCCCC2)CCC(=O)N1Cc1cccs1 (configuration not stated)	x	-15	-2	-0.2	0	5	-2	1	1.0	-5
COc1ccc(N2C(=O)C3CCCN3C2c2cccc(OC)c2OC)cc1 (configuration not stated)	x	-8	1	-0.9	-3	3	-1	4	0.6	-3
CC1CC(C)CN(C(=O)COC(=O)Cc2c[nH]c3ccccc23)C1 (configuration not stated)	11	-16	3	-1.0	-3	5	0	7	1.5	-7
Cc1cc(N2CCOCC2)nc2ccc(NC(=S)NCCC(C)C)cc12	-2	2	2	0.0	-6	0	-1	0	0.4	7
CCN1C(=O)c2ccccc2S(=O)c2ccc(C(=O)NCc3ccccn3)cc21 (configuration not stated)	x	-8	1	-2.0	-4	3	-1	11	0.7	-2
C#CCOCCOCCOCCNc1nc(N2CCOCC2)nc(N2CCN(C(=O)[C@H](CC(N)=O)n3cc([C@@H](N)C(C)C)nn3)CC2)n1	1	-4	2	0.8	1	1	2	-4	1.1	-2
Oc1cncc(-c2cccnc2)c1	7	6	0	-1.9	-2	4	-3	11	-2.2	-13
CC(C)=CC(=O)OCC(=O)Nc1ncc(Cl)c(C)c1Cl	-7	-26	2	-0.6	-1	4	5	3	1.6	-7
Cc1ccc2c(Cl)cc(Cl)c(OCC(=O)NC3CCS(=O)(=O)C3)c2n1 (configuration not stated)	x	-25	0	-2.6	0	1	4	13	-1.8	0
Cc1onc(-c2ccccc2)c1C(=O)NC(=S)NNC(=O)c1cccnc1	-6	13	5	-3.5	-2	-5	0	18	2.4	5
CC1(C)CC(NC(=O)c2cccc(S(=O)(=O)Nc3cccc(Cl)c3)c2)CC(C)(C)N1	-3	-12	-1	-2.1	1	0	8	8	0.8	4
CCN(CC(=O)Nc1c(F)cccc1F)C(=O)c1cccnc1Sc1ccccc1	3	0	-7	-1.5	-4	2	1	7	0.5	7
CN(C)/C=C(/C(=O)c1ccc(Cl)cc1)S(C)(=O)=O	1	-1	0	-3.0	-9	0	2	16	0.4	-4
CC(C(=O)Nc1ccc(S(=O)(=O)N2CCCC2)cc1)N1CCN(C(=O)c2ccco2)CC1 (configuration not stated)	-6	11	1	-1.9	-1	-4	-3	10	-0.3	-5
CN(CC(=O)N1CCN(c2ccccc2)CC1)S(=O)(=O)c1cccs1	1	-1	2	-2.2	0	0	-1	12	1.3	1
COc1ccccc1C(c1c(O)nc(SC)[nH]c1=O)c1c(O)nc(SC)[nH]c1=O	x	0	10	-1.2	3	-1	-1	6	-0.6	5
CCOC(=O)CNC(c1ccccc1)c1cc(Br)ccc1NC(=O)CCN1CCOCC1 (configuration not stated)	-4	-12	-1	1.4	-12	5	3	-10	0.8	3
CCN(CC(=O)Nc1cc(Cl)ccc1C)C(=O)c1cc([N+](=O)[O-])ccc1N1CCOCC1	-4	9	6	-0.7	-4	-4	1	4	-0.5	-5
c1ccc2c(c1)nnn2-c1ncnc2sccc12	-2	8	0	-0.1	-1	-3	-1	1	12	-5

New compounds follow:
SMILES	CAL PDZ FP	HTR5A inv ctr	RTF Ca sens act	OPRM1-OPRD1 ag	Keap1 Nrf2 FP	HTR5A ag ctr	V-ATPase pHluor	MOR-DOR inv ag	C-LANA FP	Cardiac RTF inh
COc1ccc(C(=O)C(C)OC(=O)c2nc3nccc(C)n3n2)cc1 (configuration not stated)	1	6	-4	-1.6	-2	-3	-3	7	0.6	3
CCn1nc(C(=O)Nc2nc3ccccc3[nH]2)c2ccccc2c1=O	-1	-12	4	-1.6	-4	3	3	9	2.9	-8
Cc1ccc(OCCNC(=O)CNC(=O)c2ccc(Cl)c([N+](=O)[O-])c2)cc1	x	16	-8	0.3	-9	-4	-4	-2	0.7	-2
CCSc1ncc(Cl)c(C(=O)Nc2ccccc2OC)n1	-4	11	-6	-2.7	23*	-3	6	13	5.4	-4
COc1ccc(OCCn2ccnc2C)cc1	-2	-7	-5	-1.8	4	2	2	8	1.0	-6
CCn1ncc([C@@H]2C[C@H]3CN(Cc4ccccc4C)C(=O)[C@]34CCCN24)c1C	-5	4	2	-0.2	-2	-1	2	1	1.0	-5
Cc1cc(C)c(-n2c(SCCS(=O)(=O)c3ccc(F)cc3)n[nH]c2=O)c(C)c1	1	0	-1	-1.2	4	5	-1	6	-0.2	-5
CCOc1cc(C(=O)Nc2cc(C)ccn2)cc(OCC)c1OCC	4	1	-4	-0.6	-1	-2	5	3	0.1	3
CCOc1cc(C(=O)Nc2cc(C)ccc2C)ccc1OCC(=O)N1CCCCC1	1	-6	-3	-0.6	2	2	-2	4	-2.7	4
Cc1ccc(C)c2[nH]c(=O)c(C(c3nnnn3C(C)(C)C)N3CC=C(c4ccc(F)cc4)CC3)cc12 (configuration not stated)	-3	-40	1	6.7	-3	12	1	-38	1.8	-6
COc1ccc(C(=O)NC(C)CCc2ccccc2)c(O)c1 (configuration not stated)	-5	11	1	-2.1	1	-3	-1	10	-1.5	0
COc1cc(-c2nnn(Cc3ccccc3C)n2)cc(OC)c1OC	-1	-20	0	1.8	-7	5	-2	-10	2.9	-5
CNC(=O)CSc1nnc(CCc2ccccc2)n1-c1ccccc1	-1	-10	3	-4.9	5	-4	2	22	0.9	-4
CC(=O)N1c2ccc(S(=O)(=O)N3CCC(C(=O)Nc4ccccn4)CC3)cc2CC1C (configuration not stated)	-2	-3	-1	-1.1	-4	-3	2	6	-0.1	-16
CC1CCOC2(O1)C(=O)Nc1ccccc12 (configuration not stated)	-7	8	1	-1.5	0	-3	-2	7	0.7	8
O=C(CNc1cccc2ccccc12)N/N=C/c1ccc[nH]1	17	-12	3	1.2	0	5	-2	-6	-2.5	-6
CCc1nc(N)c(C#N)c(-c2cccc3ccccc23)c1C	x	16	5	-1.6	2	-3	1	9	-1.2	1
CCOc1ccc(S(=O)(=O)n2cc(F)c(=O)[nH]c2=O)cc1[N+](=O)[O-]	-5	6	-2	-1.0	2	-2	-2	5	0.4	-3
